Assay outcomes as filed in PubChem.
Rab9 prom act = qHTS Assay for Rab9 Promoter Activators; Potency, µM (titrated, usually from 9.22 µM), for the others: at the highest dose activation, negative = inhibition, most hits filed as activators; AID 485297, 2010; Huh7 Rab9 promoter-luciferase reporter, luminescence, 24 h; hit rate 2.8% among 320,000; further: potency means the concentration at half of the fitted maximal effect; % of control where 0% means no effect; nearly all actives have a fitted effect of over 60% in size
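Steps: seed 1500 Huh7 Rab9-luc cells per well, rest 2 h at 37 °C; add compound in DMSO; incubate 24 h; add luciferase reagent, 10 min ambient; read luminescence.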
ELG1 DNA repair = qHTS screen for small molecules that inhibit ELG1-dependent DNA repair in human embryonic kidney (HEK293T) cells expressing luciferase-tagged ELG1. Potency, µM (doses to about 46.1 µM), inactives show at the top dose activity change, negative = inhibition, hits mostly inhibitors. hit rate 2.3% among 330,000. HEK293T ELG1-luciferase reporter, luminescence, 16 h; DNA damage induced by 5-fluorouridine; further: potency means the concentration at half of the fitted maximal effect; on the % scale 0 is the no-effect control and ±100 the full control effect; nearly all actives have a fitted effect of over 55% in size
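DMSO vehicle served as the neutral condition. Each well held 2,000 cells given 5-fluorouridine plus compound; after 16 hr at 37 °C/5% CO2, ONE-Glo was added and luciferase measured 30 min later.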
RORgamma inh = qHTS for inhibitors of ROR gamma transcriptional activity; Potency, µM (doses to about 53.6 µM), inactives show top-dose activity change, negative = inhibition, usual class: inhibitors; hit rate 5.4% among 310,000; Drosophila S2 Gal4-RORgamma UAS-luciferase reporter, 20 h; Nuclear receptor ROR-gamma (Mus musculus), P51450; AID 2551, 2010; further: potency means the concentration at half of the fitted maximal effect; on the % scale 0 is the no-effect control and ±100 the full control effect; nearly all actives have a fitted effect of over 60% in size
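ROR gamma transcriptional activity was tracked as Gal4-UAS luciferase output in stably transfected Drosophila Schneider cells, with compound added 1 hr before 700 uM copper sulfate induction and a 20 hr ambient-temperature incubation.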
Mito fusion act = qHTS Assay for Small Molecule Inhibitors of Mitochondrial Division or Activators of Mitochondrial Fusion; S. cerevisiae fusion-defective mutant growth rescue, CellTiterGlo 48 h; Potency, µM (highest dose often 46.1 µM), without a hit: top-dose growth rescue (activation), usual class: activators; hit rate 0.23% among 320,000; AID 485298, 2010;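 further: potency means the concentration at half of the fitted maximal effect; % of control where 0% means no effect; nearly all actives have a fitted effect of over 45% in size; temperature-sensitive fusion mutants such as fzo1-1 at 37 °C on non-fermentable ethanol glycerol medium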
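Read-out: ATP-based luminescence (CellTiterGlo, 10 min ambient) reporting growth of fusion-defective ts yeast after 48 hours at 37C on glycerol/ethanol YPEG medium in the presence of compound.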
PKM2 act = qHTS Assay for Activators of Human Muscle isoform 2 Pyruvate Kinase; Pyruvate kinase PKM (Homo sapiens), P14618; purified PKM2, Kinase-Glo ATP luminescence, activation; response scale: 0% is enzyme alone, no compound; Potency, µM (series often up to 57.5 µM), inactives show at the top dose activation, hits mostly activators; hit rate 0.34% among 260,000; further: potency means the concentration at half of the fitted maximal effect; on the % scale 0 is the no-effect control and ±100 the full control effect; nearly all actives have a fitted effect of over 55% in size
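ATP formation by purified human PK-M2, quantified via coupled luciferase luminescence after 1 h at room temperature with 0.1 mM ADP and 0.5 mM PEP final.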
MBNL1 CUG block = qHTS Assay for Inhibitors of MBNL1-poly(CUG) RNA binding. hit rate 0.036% among 280,000. AID 2675, 2010. Potency, µM (series often up to 57.5 µM), without a hit: at the highest dose activity change, negative = inhibition, usual class: inhibitors. TR-FRET MBNL1-His/biotin-(CUG)12 binding, 665/545 ratio; active means well fitted inhibition curve with a large enough effect in the signal ratio, with a control signal flat, not every such curve was filed as active; inconclusive means small, poorly fitted or top-dose-only effect, or effect the other way, or a change in a side signal; inactive means no such curve, though single readings can be large or run the other way; the % refers to the signal ratio; further: potency means the concentration at half of the fitted maximal effect; on the % scale 0 is the no-effect control and ±100 the full control effect
Target sequence (Q9NR56 whole entry, looked up): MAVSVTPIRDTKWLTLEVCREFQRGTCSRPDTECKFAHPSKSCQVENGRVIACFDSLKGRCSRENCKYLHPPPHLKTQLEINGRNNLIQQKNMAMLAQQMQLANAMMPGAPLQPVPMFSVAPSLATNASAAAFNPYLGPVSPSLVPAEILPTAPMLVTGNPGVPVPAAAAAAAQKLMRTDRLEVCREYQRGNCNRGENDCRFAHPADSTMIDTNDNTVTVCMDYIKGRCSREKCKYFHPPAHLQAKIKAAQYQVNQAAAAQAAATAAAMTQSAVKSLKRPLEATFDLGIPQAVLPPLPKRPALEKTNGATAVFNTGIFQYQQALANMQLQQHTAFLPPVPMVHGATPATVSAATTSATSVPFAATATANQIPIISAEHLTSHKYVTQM
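TR-FRET readout: Ex 340 nm, 665/545 nm emission ratio, normalized to buffer-only (basal) and MBNL1-(CUG)12 controls. Complex of MBNL1-His with Biotin-(CUG)12, compounds 92 nM–58 uM, incubated 60 min at room temperature.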
FLuc counter = qHTS profiling assay for firefly luciferase inhibitor/activator using purifed enzyme and Km concentrations of substrates (counterscreen for miR-21 project). purified FLuc, Km substrates, luminescence inhibition. hit rate 6.9% among 360,000. Potency, µM (highest dose often 57.5 µM), for inactives: at the highest dose activity change, negative = inhibition, actives largely listed as inhibitors;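 further: potency means the concentration at half of the fitted maximal effect; plate controls were vehicle for no effect and reference inhibitor for full effect; nearly all actives have a fitted effect of over 55% in size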
Target sequence (P08659 whole entry, looked up): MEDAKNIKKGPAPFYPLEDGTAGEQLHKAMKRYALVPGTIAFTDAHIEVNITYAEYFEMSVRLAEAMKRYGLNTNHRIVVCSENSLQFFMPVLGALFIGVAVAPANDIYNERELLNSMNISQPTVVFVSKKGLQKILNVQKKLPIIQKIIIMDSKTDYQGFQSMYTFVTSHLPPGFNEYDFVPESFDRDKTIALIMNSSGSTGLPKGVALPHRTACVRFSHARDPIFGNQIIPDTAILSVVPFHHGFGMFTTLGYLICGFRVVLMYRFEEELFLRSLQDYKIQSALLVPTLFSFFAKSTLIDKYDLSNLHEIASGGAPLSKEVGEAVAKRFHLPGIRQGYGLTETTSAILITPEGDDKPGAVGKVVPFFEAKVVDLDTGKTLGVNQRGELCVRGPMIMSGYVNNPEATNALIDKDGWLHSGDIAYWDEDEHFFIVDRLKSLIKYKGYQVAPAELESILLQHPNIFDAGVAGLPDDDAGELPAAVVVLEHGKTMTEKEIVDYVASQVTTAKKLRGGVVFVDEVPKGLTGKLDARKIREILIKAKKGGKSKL
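Purified P. pyralis luciferase (10nM final) with 10uM D-luciferin and 10uM ATP (Km levels) in 50mM Tris acetate pH 7.5, 10mM Mg acetate, 0.01% Tween-20, 0.05% BSA; qHTS 6-point titration, ~60 µM downward; luminescence read.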
KCNH2 3.1 block = qHTS for Inhibitors of KCHN2 3.1: Mutant qHTS; U2OS KCNH2 3.1, thallium flux FluxOr; hits give low values; activity change, % (tested at about 1.8 µM); hit rate 0.95% among 340,000; AID 720553, 2013;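 active means maximum activity change below -70%; inconclusive means maximum activity change from -70% to -50%; inactive means maximum activity change above -50%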;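 further: thallium influx rate constant from kinetic fluorescence after stimulation buffer; on the % scale 0 is the no-effect control and ±100 the full control effect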
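Virally transduced U2OS (3.1 isoform, 4 h infection in dark at RT) → overnight 37 C → FluxOr + Red40 in HBSS/HEPES, 45 min → stimulation buffer, 2 min kinetic read → rate constant vs DMSO controls.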
NPC1 promoter act = qHTS Assay for NPC1 Promoter Activators; hit rate 2.4% among 320,000; Potency, µM (doses to about 9.22 µM), without a hit: at the highest dose activation, actives largely listed as activators; AID 485313, 2010; Huh7 NPC1 promoter luciferase reporter, 24 h;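 further: potency means the concentration at half of the fitted maximal effect; % of control where 0% means no effect; nearly all actives have a fitted effect of over 60% in size; reporter is driven by a mutant NPC1 promoter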
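Luciferase expression driven by the NPC1 promoter was measured in stably transfected Huh7 cells after a 24 h compound incubation, using a luciferase reagent and a luminescence read.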
Menin-MLL TR inh = qHTS Assay for Inhibitors Targeting the Menin-MLL Interaction in MLL Related Leukemias: Competition With Texas Red Labeled MLL-derived Mutant Peptide; AID 1768, 2009; Menin + Texas Red MLL mutant peptide, fluorescence polarization; hit rate 0.23% among 270,000; Potency, µM (doses to about 61.6 µM), without a hit: top-dose FP activity change, negative = inhibition, most hits filed as inhibitors; active means well fitted inhibition curve with a large enough effect in the polarisation, with a control signal flat, not every such curve was filed as active; inconclusive means small, poorly fitted or top-dose-only effect, or effect the other way, or a change in a side signal; inactive means no such curve, though single readings can be large or run the other way; the % refers to the polarisation; further: potency means the concentration at half of the fitted maximal effect; % of control where 0% means no effect; many of its hits are not listed in these tables
VP16 counter = VP16 counterscreen qHTS for inhibitors of ROR gamma transcriptional activity. Drosophila S2 Gal4-VP16 UAS-luciferase, luminescence, 20 h. Potency, µM (doses to about 53.6 µM), for inactives: at the top dose activity, negative = inhibition, hits mostly inhibitors. hit rate 3.5% among 310,000. AID 2546, 2010;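 further: Gal4-VP16 expression switched on by copper sulfate through the metallothionein promoter; potency means the concentration at half of the fitted maximal effect; on the % scale 0 is the no-effect control and ±100 the full control effect; nearly all actives have a fitted effect of over 50% in size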
Starred values were filed as active, the others as inactive; ? = inconclusive; . = not tested or not shown; [ ] = remark or other dose. Unless noted, the call rests on the fitted dose curve; in most records, active means well fitted curve in the direction sought with a large enough effect; inconclusive means small, poorly fitted or top-dose-only effect, or another doubt; inactive means no such curve, though single readings can be large; an effect the other way counts as inactive or inconclusive. A portion of the library; the hit share may differ from the screen's.

SMILES	Rab9 prom act	ELG1 DNA repair	RORgamma inh	Mito fusion act	PKM2 act	MBNL1 CUG block	FLuc counter	KCNH2 3.1 block	NPC1 promoter act	Menin-MLL TR inh	VP16 counter
O=S(Cc1ccc(Cl)cc1)CC(O)COCc1ccc(Cl)cc1 (stereo not given)	9%	-20%	15%	-3%	-1%	-14%	1%	5	-2%	-10%	-3%
O=c1oc(CCCO)cc2ccc(C#Cc3ccsc3)cc12	-9%	?	.	27%	.	.	?	16	?	.	.
CCN1CCN(CCOCCOc2ccccc2-c2ccccc2)CC1	0%	1%	2%	-5%	1%	0%	-1%	.	-17%	?	10%
COc1ccc(C(C)=O)c(Oc2cc(NN3CCCCC3)c([N+](=O)[O-])cc2[N+](=O)[O-])c1	-6%	25%	-6%	0%	-1%	6%	-1%	30	1%	-7%	8%
C#CCOCCOCCOCCNc1nc(N2CCN(C(=O)C([C@@H](C)CC)n3cc(C(N)Cc4ccc(O)cc4)nn3)CC2)nc(N2CCN(C(=O)[C@H](CCC(=O)O)n3cc(C(N)CO)nn3)CC2)n1 (stereo not given in full)	6%	?	4%	0%	1%	-1%	0%	-9	-8%	-12%	-4%
COc1ccc(Cc2noc(-c3ccc([N+](=O)[O-])cc3)n2)cc1OC	-10%	18µM*	?	-4%	-5%	?	0%	10	1%	.	-14%
O=C1CC(N2CCN(c3ccc(F)cc3)CC2)C(=O)N1c1ccc(F)cc1 (stereo not given)	-1%	20%	0%	-10%	0%	-9%	-1%	-6	0%	?	0%
CCOc1ccc(NC(=O)C2CCCN2S(=O)(=O)c2ccc3c(c2)C(C)(C)C(=O)N3C)cc1 (stereo not given)	0%	-18%	2%	-1%	-6%	5%	5%	4	-3%	-3%	1%
OCCCc1nc2n(n1)C(c1cccs1)C=C(c1ccc(Br)cc1)N2 (stereo not given)	-3%	-30%	?	11%	-6%	?	-9%	.	1%	26%	-12%
Cc1nn(CCCC(=O)Nc2cnn(Cc3ccc(F)cc3)c2)c(C)c1[N+](=O)[O-]	-1%	13%	16%	-1%	-3%	-4%	0%	3	-3%	.	4%
Cc1nc(N)sc1C(=O)N/N=C/c1ccccc1[N+](=O)[O-]	2µM*	?	?	6%[9.22 µM]	.	15%	-6%	.	2.8µM*	9%	17%
O=C1N(c2ccccc2)C[C@@H]2C[C@@H](c3cccc4c3OCO4)N3CCC[C@@]123	-3%	5%	8%	-26%	2%	-5%	-3%	.	-2%	-3%	-6%
CN(CC(=O)Nc1ccc(F)cc1)C(=O)C1CC(=O)N(Cc2ccccc2)C1 (stereo not given)	3%	-1%	-12%	2%	-6%	-5%	2%	-11	2%	-5%	-1%
Cc1nc(N2CCN(Cc3ccc4c(c3)OCO4)CC2)c2cc(-c3ccccc3)sc2n1	-7%	?	-1%	6%	-5%	12%	?	-21	0%	-12%	-10%
COc1ccc(S(=O)(=O)NNC(=O)C23CC4CC(CC(C4)C2)C3)cc1[N+](=O)[O-]	-1%	7%	.	1%	.	.	2%	1	0%	.	.
O=C(COc1ncnc2ccc(Br)cc12)NCc1ccc2c(c1)OCO2	16%	-4%	-13%	-3%	-1%	2%	1%	-14	0%	.	-3%
CCc1nnc(NC(=O)COc2ccc([N+](=O)[O-])cc2)s1	2%	-9%	8%	3%	0%	1%	-1%	6	-6%	11%	-7%
COc1ccc(-n2c(Cc3cccn3C)nnc2SCC(=O)Nc2ccc3c(c2)OCCO3)cc1	14%	?	?	0%	-12%	4%	-2%	0	5%	4%	-10%
COc1ccc(CCNC(=O)COC(=O)c2cc(S(=O)(=O)N3CCCC3)ccc2O)cc1	?	7%	.	-3%	.	.	-15%	-13	1%	.	.
O=C(O)/C=C/c1cnc2ccccc2c1	?	?	1%	-8%	-17%	23%	?	-4	1%	-17%	-16%
Fc1ccc(-n2cc(CNCCc3ccccn3)c(-c3ccccc3Cl)n2)cc1	-36%[inhibitor]	-15%	?	13%	-2%	0%	-15%	-115*	-5%	?	3%
Cc1ccccc1CN1CCN(C(=O)c2cc(-c3ccncc3)nc3ccccc23)CC1	3%	9%	-17%	1%	3%	2%	-9%	-36	4%	.	5%
CN1C(=O)/C(=N\OC(=O)c2cccc3ccccc23)c2ccccc21	9%	?	?	-15%	3%	?	11µM*	-11	2%	37%[activator]	11µM*
COc1ccc(/C=N/Nc2cc(N3CCCC3)nc(N3CCCC3)n2)cc1	-9%	?	13µM*	-3%	6%	8%	?	.	-4%	-10%	-5%
Cc1oc(-c2ccccc2F)nc1CN1CCC(C(=O)NCc2cccnc2)CC1	-5%	13%	-17%	0%	0%	-1%	0%	-4	-13%	1%	3%

Compound profiles, from the list above:
Results for CCc1nnc(NC(=O)COc2ccc([N+](=O)[O-])cc2)s1 = Rab9 prom act: 2%; ELG1 DNA repair: -9%; RORgamma inh: 8%; Mito fusion act: 3%; PKM2 act: 0%; MBNL1 CUG block: 1%; FLuc counter: -1%; KCNH2 3.1 block: 6; NPC1 promoter act: -6%; Menin-MLL TR inh: 11%; VP16 counter: -7%
Results for COc1ccc(CCNC(=O)COC(=O)c2cc(S(=O)(=O)N3CCCC3)ccc2O)cc1 = Rab9 prom act: ?; ELG1 DNA repair: 7%; RORgamma inh: .; Mito fusion act: -3%; PKM2 act: .; MBNL1 CUG block: .; FLuc counter: -15%; KCNH2 3.1 block: -13; NPC1 promoter act: 1%; Menin-MLL TR inh: .; VP16 counter: .
Results for O=c1oc(CCCO)cc2ccc(C#Cc3ccsc3)cc12 = Rab9 prom act: -9%; ELG1 DNA repair: ?; RORgamma inh: .; Mito fusion act: 27%; PKM2 act: .; MBNL1 CUG block: .; FLuc counter: ?; KCNH2 3.1 block: 16; NPC1 promoter act: ?; Menin-MLL TR inh: .; VP16 counter: .

The results go on.
SMILES	Rab9 prom act	ELG1 DNA repair	RORgamma inh	Mito fusion act	PKM2 act	MBNL1 CUG block	FLuc counter	KCNH2 3.1 block	NPC1 promoter act	Menin-MLL TR inh	VP16 counter
Cc1ccc(C)c(NC(=O)Cn2nc(-c3ccccc3)nc2-c2ccccc2)c1	-5%	-14%	-3%	4%	2%	-2%	-3%	-5	-1%	8%	?
COc1cccc2c1OCC(C(=O)NCc1ccc(Cl)cc1Cl)=C2	-1%	?	7%	?	-2%	-12%	-14%	-13	0%	32%[activator]	-4%
Cc1cc(NS(=O)(=O)c2ccccc2)cc(Cl)c1O	-1%	-1%	25%	-3%	16µM*	1%	-1%	4	0%	18%	-87%
CCOc1ccc(-c2nn(-c3ccccc3)cc2/C=C2\SC(=S)N(C3CCS(=O)(=O)C3)C2=O)cc1 (stereo not given)	-11%	-5%	-1%	1%	0%	2%	?	9	-7%	.	-13%
Cn1c(=O)c2c(nc(NCCO)n2CCc2ccccc2)n(C)c1=O	-17%	?	-40%	-2%	6%	-4%	1%	-13	-4%	37%[activator]	?
CCCN1CCN(CCCNC(=O)Cn2nc(-c3ccc(C)cc3)ccc2=O)CC1	-1%	17%	-4%	1%	-7%	?	-1%	3	-1%	-16%	-1%
CCOC(=O)c1c(NC(=O)Cn2cnc3scc(-c4ccc(C)cc4)c3c2=O)sc(C)c1C	-4%	6%	-6%	-5%	0%	-5%	4%	10	0%	-21%	-3%
Cc1cccc(C(=O)NNS(=O)(=O)c2ccccc2)c1O	-11%	4%	?	5%	-8%	-24%	-15%	-1	-3%	-8%	-11%
